Compound activity: PubChem, National Center for Advancing Translational Sciences (NCATS)
TR SRC2 fluor cs: alters Texas Red total fluorescence, flagging assay interference; Potency, µM (series often up to 106 µM), for the others: at the highest dose fluorescence change, negative = quenching; TRb/SRC2 Texas Red total fluorescence interference; 0.29% of 280,000 active; AID 1479; active = well fitted curve in either direction with a large enough effect; inconclusive = small, poorly fitted or top-dose-only effect
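Human TRb ligand-binding domain at 0.6 uM with 20 nM Texas Red SRC2 peptide in Tris buffer containing 1 uM T3 and 5% DMSO, incubated with compound 5 h at ambient temperature. Total fluorescence (555/632 nm) calculated as parallel + 2 × perpendicular.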
RECQ1 helicase: blocks DNA unwinding by human RECQ1; Potency, µM (doses to about 57.3 µM), inactives show at the highest dose activity, negative = inhibition, usual class: inhibitors; 0.54% of 240,000 active; RECQ1 DNA unwinding, red fluorescence kinetic read; P46063;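 note: plate controls were vehicle for no effect and no enzyme for full effect; nearly all actives have a fitted effect of over 30% in size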
Target sequence (P46063 whole entry, looked up): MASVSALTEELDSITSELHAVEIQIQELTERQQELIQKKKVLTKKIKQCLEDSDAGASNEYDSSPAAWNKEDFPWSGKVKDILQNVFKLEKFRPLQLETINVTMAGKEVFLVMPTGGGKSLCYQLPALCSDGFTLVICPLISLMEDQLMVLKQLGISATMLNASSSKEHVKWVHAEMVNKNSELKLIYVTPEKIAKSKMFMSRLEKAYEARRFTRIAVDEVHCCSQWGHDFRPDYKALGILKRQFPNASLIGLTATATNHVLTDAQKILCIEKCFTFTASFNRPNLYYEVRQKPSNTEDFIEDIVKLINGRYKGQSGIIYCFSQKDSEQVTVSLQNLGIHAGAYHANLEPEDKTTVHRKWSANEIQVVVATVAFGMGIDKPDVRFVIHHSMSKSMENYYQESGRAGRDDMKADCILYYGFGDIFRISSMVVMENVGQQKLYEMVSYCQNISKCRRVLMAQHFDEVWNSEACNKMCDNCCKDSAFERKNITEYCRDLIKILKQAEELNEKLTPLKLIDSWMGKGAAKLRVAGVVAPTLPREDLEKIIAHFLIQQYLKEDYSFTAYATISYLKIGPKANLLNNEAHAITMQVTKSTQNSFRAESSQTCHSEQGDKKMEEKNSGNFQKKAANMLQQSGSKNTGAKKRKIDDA
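RECQ1T1 50 nM; forked duplex (20 bp + 30-nt ss tails) 200 nM, ATP 2 mM final; pH 8.0, 2 mM MgCl2, 2.5 ug/ml poly(dI-dC); 15 min compound preincubation; discontinuous kinetic read over 2 h at RT.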
TRb-SRC2 inh: disrupts binding of human TR beta to SRC2; 0.065% of 280,000 active; Potency, µM (titrated, usually from 106 µM), for inactives: at the top dose activity change, negative = inhibition, actives largely listed as inhibitors; AID 1469; P10828; TRbeta-SRC2 peptide binding, fluorescence polarization; receptor liganded with 1 µM T3;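 note: plate controls were bound peptide for no effect and peptide without receptor for full effect; nearly all actives have a fitted effect of over 50% in size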
Target sequence (P10828 whole entry, looked up): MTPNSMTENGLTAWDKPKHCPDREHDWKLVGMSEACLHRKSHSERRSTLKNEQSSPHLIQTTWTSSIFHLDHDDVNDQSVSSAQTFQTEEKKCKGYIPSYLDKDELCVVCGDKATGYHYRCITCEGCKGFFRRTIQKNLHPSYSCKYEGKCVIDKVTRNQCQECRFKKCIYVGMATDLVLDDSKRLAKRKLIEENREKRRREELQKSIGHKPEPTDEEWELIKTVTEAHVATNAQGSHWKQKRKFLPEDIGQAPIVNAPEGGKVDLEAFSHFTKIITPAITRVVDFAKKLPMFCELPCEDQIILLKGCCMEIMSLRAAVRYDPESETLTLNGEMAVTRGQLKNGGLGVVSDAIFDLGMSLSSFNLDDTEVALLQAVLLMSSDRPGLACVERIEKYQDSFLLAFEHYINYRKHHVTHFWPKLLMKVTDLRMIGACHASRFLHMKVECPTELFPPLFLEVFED
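Read-out is fluorescence polarization (555 nm excitation, 632 nm emission) of a Texas Red SRC2 coactivator peptide; loss of signal reflects blocked binding to human TRb ligand-binding domain in the presence of 1 uM T3.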
Active calls of the source: *; i = inactive; ? = inconclusive. Unless noted, calls come from the whole dose curve; as a rule, active = well fitted curve in the direction sought with a large enough effect; inconclusive = small, poorly fitted or top-dose-only effect, or another doubt; inactive = no such curve, though single readings can be large; an effect the other way counts as inactive or inconclusive. Unless noted, % is set by controls: 0 for no effect and ±100 for the full control effect; potency is the fitted concentration of half-maximal effect. Some of the compounds tested (hit frequency here may not be typical).

The line under a structure holds: TR SRC2 fluor cs	RECQ1 helicase	TRb-SRC2 inh
- CCN(CC)CCC(c1ccc(N(C)C)cc1)c1c(OC)cc(OC)c2c1OC(=O)CC2c1ccc(OC)cc1 (configuration not stated)
→ -1%	i	2%
- COc1ccc(COC[C@H](C)[C@H](O)[C@@H](C)[C@H]2OC(=O)[C@@H]2C)cc1
→ -2%	5%	0%
- CCCCCCCCCCCCCCCCn1cc[n+](Cc2ccccc2)c1C
→ 3%	-24%	-1%
- O=C(O)Cn1c(C(=O)Nc2nc(-c3ccccc3Cl)cs2)cc2ccccc21
→ -2%	-5%	6%
- CSCC[C@H](NC(=O)[C@@H](NC(=O)[C@H](CCC(=O)O)NC(=O)[C@H](CCSC)NC(=O)[C@H](CC(N)=O)NC(=O)[C@H](CCC(=O)O)NC(=O)[C@H](CC(N)=O)NC(=O)[C@H](CO)NC(=O)[C@H](C)N)[C@@H](C)O)C(=O)O
→ ?	-19%	0%
- CN(C)c1nc(NC2CCC(NC(=O)c3ccc(F)c(F)c3)CC2)nc2ccccc12 (configuration not stated)
→ 0%	15%	1%
- COc1ccccc1-c1nnc2n1N=C(c1c(OC)cccc1OC)CS2
→ -1%	-6%	-8%
- COc1cccc(C2=Nn3c(nnc3-c3ccccc3OC)SC2)c1
→ -4%	-5%	0%
- COc1ccc(-c2nnc3n2N=C(c2ccccc2OC)CS3)cc1OC
→ -1%	0%	-3%
- Nc1nc(Cl)nc2c1ncn2C1OC(CO)C(O)C1F (configuration not stated)
→ -12%	-13%	6%
- O=C(c1ccc(Nc2nccc(-c3cc4ccccc4s3)n2)cc1)N1CCC(N2CCCC2)CC1
→ -11%	?	16%
- CCOCCOC(=O)C(C)Oc1ccc(Oc2ncc(C(F)(F)F)cc2Cl)cc1 (configuration not stated)
→ -2%	-19%	-2%
- CC1NC(=O)C(N)CNC(=O)C(C2CCN=C(N)N2)NC(=O)/C(=C/NC(N)=O)NC(=O)C(CNC(=O)CC(N)CCCN)NC1=O (configuration not stated)
→ -3%	-4%	4%
- COC(=O)CN1CC(=O)c2ccccc2S1(=O)=O
→ 0%	-4%	1%
- CN(C)CC1CCn2c(c(C3=C(c4cn(C)c5ccccc45)C(=O)NC3=O)c3ccccc32)C1 (configuration not stated)
→ -4%	?	7%
- CCC1=C[C@@H]2CN(C1)Cc1c([nH]c3ccccc13)[C@@](C(=O)OC)(c1cc3c(cc1OC)N(C)[C@H]1[C@@](O)(C(=O)OC)[C@H](OC(C)=O)[C@]4(CC)C=CCN5CC[C@]31[C@@H]54)C2
→ -14%	-21%	2%
- O=C(Nc1ccc(O)c2c(=O)cc(-c3ccccc3Cl)oc12)c1cc(Cl)cc(Cl)c1
→ -2%	i	3%
- O=C(NCC1CC1)[C@]1(C(F)(F)F)C[C@H](CCC2CCCCC2)CCCO1
→ -1%	1%	-2%
- CCCN1CCC(=O)N(C(CSc2ccc(Br)cc2)CC(C)C)CC1 (configuration not stated)
→ -1%	-1%	-7%
- COc1ccc(-c2ccc(C)cc2)cc1C1C2C=CCC(C)C2C(=O)N1Cc1ccccc1 (configuration not stated)
→ -1%	i	7%
- CC(C)OC(=O)c1cn(Cc2c(F)cccc2F)c2sc(-c3ccc(NC(=O)C(C)C)cc3)c(CN(C)Cc3ccccc3)c2c1=O
→ -17%	-1%	10%
- COc1ccc(NC=O)c(C(=O)CCNC(C)=O)c1
→ -2%	-8%	-2%
- CSCC[C@H](NC(=O)[C@H](CC(C)C)NC(=O)CNC(=O)[C@@H]1CCCN1C(=O)[C@H](Cc1ccccc1)NC(=O)[C@H](Cc1ccccc1)NC(=O)[C@H](CC(=O)O)NC(=O)[C@H](Cc1cnc[nH]1)NC(=O)[C@H](CCSC)NC(=O)[C@@H](N)CC(=O)O)C(N)=O
→ -2%	11µM*	-4%
- Nc1ncnc2c1ncn2[C@@H]1O[C@H](C(=O)N2CCN(CC(=O)Nc3cccc4c3CNC4=O)CC2)[C@@H](O)[C@H]1O
→ ?	-7%	-15%
- CC[C@H](C)[C@H](NC(=O)[C@H](Cc1ccc(O)cc1)NC(=O)[C@H](CCCNC(=N)N)NC(=O)[C@H](CCCNC(=N)N)NC(=O)[C@H](CC(C)C)NC(=O)[C@H](CCC(N)=O)NC(=O)[C@@H](NC(=O)[C@H](CCC(=O)O)NC(=O)[C@H](Cc1ccc(O)cc1)NC(=O)[C@H](CCC(N)=O)NC(=O)[C@H](C)NC(=O)[C@H](CCCNC(=N)N)NC(=O)[C@H](CCC(N)=O)NC(=O)[C@H](CCC(=O)O)NC(=O)[C@H](Cc1cnc[nH]1)NC(=O)[C@@H](NC(=O)[C@H](C)NC(=O)[C@H](Cc1ccc(O)cc1)NC(=O)[C@H](CC(=O)O)NC(=O)CNC(=O)[C@@H]1CCCN1C(=O)[C@H](Cc1ccc(O)cc1)NC(=O)[C@H](CCSC)NC(=O)[C@@H]1CCCN1C(=O)[C@H](CCC(=O)O)NC(=O)[C@H](CC(C)C)NC(=O)[C@@H]1CCCN1C(=O)[C@H](C)N)[C@@H](C)O)[C@@H](C)O)C(=O)N[C@@H](CC(N)=O)C(=O)N[C@H](C(=O)N[C@@H](CC(C)C)C(=O)N[C@H](C(=O)N[C@@H](CCCNC(=N)N)C(=O)N1CCC[C@H]1C(=O)N[C@@H](CCCNC(=N)N)C(=O)N[C@@H](Cc1ccc(O)cc1)C(N)=O)[C@@H](C)O)[C@@H](C)O
→ -6%	-1%	0%
- C=C1CCN(C(C(=O)NCc2ccc(Cl)c(Cl)c2)C(C)C)S(=O)(=O)c2ccccc21 (configuration not stated)
→ -1%	-3%	3%
- CCCN1CCC(=O)N(C(CSc2ccc(C)cc2)Cc2ccccc2)CC1 (configuration not stated)
→ -2%	-7%	7%
- CC(=O)OCC(NC(=O)C(Cc1ccccc1)NC(=O)OC(C)(C)C)C1OC(n2cc(F)c(=O)[nH]c2=O)C(OC(C)=O)C1OC(C)=O (configuration not stated)
→ 1%	i	5%
- CCN(CC)CCC(c1cc(OC)c(OC)c(OC)c1)c1c(OC)cc(OC)c2c1OC(=O)CC2c1ccc(N(C)C)cc1 (configuration not stated)
→ 0%	3%	-3%
- O=C1C[C@H](c2ccccc2Cl)N1S(=O)(=O)c1ccccc1[N+](=O)[O-]
→ -1%	i	-4%
- COC(=O)[C@H]1C[C@H]1[C@@H](NC(=O)c1cccnc1)c1ccccc1
→ -6%	0%	4%
- CS(=O)(=O)c1ccc(CNC(=O)[C@]2(C(F)(F)F)C[C@H](CCc3ccccc3)CCCO2)cc1
→ -1%	i	-2%
- COc1ccco1
→ 0%	4%	-10%
- O=c1c(-c2ccc(O)cc2)coc2cc(O[C@@H]3O[C@H](CO)[C@H](O)[C@H](O)[C@H]3O)ccc12
→ -1%	-6%	-3%
- O=C(O)CO
→ 3%	-9%	-2%
- COC(=O)C1=C[C@@H](C(=O)OC)[C@@H]2C3=C(C(=O)[C@@]2(C)NC(=O)c2ccccc2)[C@H](C)[C@@H]2C(=O)N(c4ccccc4)C(=O)[C@@H]2[C@@H]3C1
→ 0%	i	-8%
- CCOCC
→ 4%	-11%	0%
- CSCC[C@H](N)C(=O)N[C@@H](CO)C(=O)N[C@@H](CCCN=C(N)N)C(=O)N1CCC[C@H]1C(=O)N[C@@H](C)C(=O)N[C@@H](CS)C(=O)N1CCC[C@H]1C(=O)N[C@@H](CC(N)=O)C(=O)N[C@@H](CC(=O)O)C(=O)N[C@@H](CCCCN)C(=O)N[C@@H](Cc1ccc(O)cc1)C(=O)N[C@@H](CCC(=O)O)C(=O)O
→ -1%	-3%	2%
- O=S(=O)(Nc1cccc2cccnc12)c1ccc2ccccc2c1
→ -2%	-4%	1%
- CC(C)(C)OC(=O)NC(Cc1ccccc1)C(=O)NC1COC2CC(n3cc(F)c(=O)[nH]c3=O)OC12 (configuration not stated)
→ 2%	i	-7%
- O=C1c2c(O)cc(O)cc2O[C@H](c2ccc(O)c(O)c2)C1O (some centres not stated)
→ -5%	14µM*	-1%
- CC(=O)c1c(O)cccc1O
→ ?	-13%	-17%
- CCCOC(=O)NCCCN(C)C
→ 1%	-2%	-8%
- CCC(C)C(NC(=O)OC(C)(C)C)C(=O)NC1COC2CC(n3cc(F)c(=O)[nH]c3=O)OC12 (configuration not stated)
→ -2%	-6%	-1%
- O=S(=O)(Nc1cccc2cccnc12)c1ccccc1
→ 0%	i	-8%
- Cc1noc(-c2ccc(CSCCC(=O)O)cc2)c1NC(=O)OC(C)c1ccccc1Cl (configuration not stated)
→ -2%	-11%	5%
- CC(C)C[C@H](NC(=O)[C@@H](Cc1c[nH]c2ccccc12)NC(=O)[C@H](Cc1ccc(O)cc1)NC(=O)[C@H](CO)NC(=O)[C@H](Cc1c[nH]c2ccccc12)NC(=O)[C@H](Cc1cnc[nH]1)NC(=O)[C@@H]1CCC(=O)N1)C(=O)N[C@@H](CCCN=C(N)N)C(=O)N1CCC[C@H]1C(=O)NCC(N)=O
→ -4%	-5%	-1%
- COc1ccc(SCCN2CCN(CCc3ccccc3)CCC2=O)cc1
→ -1%	-13%	11%
- Nc1ncn(C2CC(O)C(CO)O2)c(=O)n1 (configuration not stated)
→ -12%	-12%	5%
- COc1ccc(CNc2ncnc3ccc(-c4c(C)noc4C)cc23)cc1
→ -2%	i	-2%
- CC(NC(=O)C1CCCN1C(=O)CN)C(=O)O (configuration not stated)
→ -4%	-8%	-4%
- O=C(Cl)COCc1ccccc1
→ -11%	17%	-6%
- CC(C)(C)OC(=O)NS(=O)(=O)Nc1ccccc1Br
→ 1%	12%	-7%
- CC(=O)Nc1ccc(SCC(CC(C)C)N2CCN(CC(C)C)CCC2=O)cc1 (configuration not stated)
→ 0%	i	4%
- CSCC[C@H](NC(=O)[C@H](CC(C)C)NC(=O)CNC(=O)[C@H](Cc1ccc(O)cc1)NC(=O)[C@H](Cc1ccccc1)NC(=O)[C@H](CCCCN)NC(=O)[C@H](CC(N)=O)NC(=O)[C@@H]1CCCN1C(=O)[C@H](CC(=O)O)NC(=O)[C@H](C)NC(=O)[C@@H]1CCC(=O)N1)C(N)=O
→ -10%	0%	3%
- COc1ccc(C2=Nn3c(nnc3-c3ccccc3OC)SC2)c(OC)c1
→ -1%	i	3%
- CN(C)C1CCc2[nH]c3ccc(NC(=O)c4ccc(F)cc4)cc3c2C1 (configuration not stated)
→ 2%	-3%	6%
- O=S1(=O)C2CC3C=CC2(CN1Cc1cccc(F)c1)O3 (configuration not stated)
→ 1%	-1%	-7%
- CC(=O)Nc1ccc(SCC(c2ccccc2)N2CCN(CC(C)C)CCC2=O)cc1 (configuration not stated)
→ 0%	-2%	-3%
- Cc1cnc(C(=O)O)c[n+]1[O-]
→ 0%	10%	11%
- CCCC[C@H]1CCCO[C@@](C(=O)NCc2cc(C)n(C)n2)(C(F)(F)F)C1
→ -1%	i	-3%
- COc1ccc(-c2c(C3C4C=CCC(C)C4C(=O)N3Cc3ccccc3)ccc3ccccc23)cc1OC (configuration not stated)
→ -4%	-8%	4%

9 of these compounds, set out differently:
SMILES	TR SRC2 fluor cs	RECQ1 helicase	TRb-SRC2 inh
CC(=O)Nc1ccc(SCC(CC(C)C)N2CCN(CC(C)C)CCC2=O)cc1 (configuration not stated)	0%	i	4%
CSCC[C@H](NC(=O)[C@H](CC(C)C)NC(=O)CNC(=O)[C@H](Cc1ccc(O)cc1)NC(=O)[C@H](Cc1ccccc1)NC(=O)[C@H](CCCCN)NC(=O)[C@H](CC(N)=O)NC(=O)[C@@H]1CCCN1C(=O)[C@H](CC(=O)O)NC(=O)[C@H](C)NC(=O)[C@@H]1CCC(=O)N1)C(N)=O	-10%	0%	3%
COc1ccc(C2=Nn3c(nnc3-c3ccccc3OC)SC2)c(OC)c1	-1%	i	3%
CN(C)C1CCc2[nH]c3ccc(NC(=O)c4ccc(F)cc4)cc3c2C1 (configuration not stated)	2%	-3%	6%
O=S1(=O)C2CC3C=CC2(CN1Cc1cccc(F)c1)O3 (configuration not stated)	1%	-1%	-7%
CC(=O)Nc1ccc(SCC(c2ccccc2)N2CCN(CC(C)C)CCC2=O)cc1 (configuration not stated)	0%	-2%	-3%
Cc1cnc(C(=O)O)c[n+]1[O-]	0%	10%	11%
CCCC[C@H]1CCCO[C@@](C(=O)NCc2cc(C)n(C)n2)(C(F)(F)F)C1	-1%	i	-3%
COc1ccc(-c2c(C3C4C=CCC(C)C4C(=O)N3Cc3ccccc3)ccc3ccccc23)cc1OC (configuration not stated)	-4%	-8%	4%
